D1 antag – antagonists of human D1 dopamine receptor. HEK293 TREx D1 cells, calcium flux, dopamine EC80; active compounds read low. activity change, negative = inhibition, % at 10 µM. 360,000 tested, 3.2% active; in the data active = activity change below about -30%; note: % is set by controls: 0 for no effect and ±100 for the full control effect
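Tetracycline-induced HEK293 T-REx cells with force-coupled D1 receptor were loaded with a no-wash calcium dye. Compound was added after a 10 s baseline and read kinetically for 180 s; EC80 dopamine was then added and calcium flux followed another 180 s.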
RXFP1 antag – antagonists of human relaxin receptor RXFP1. HEK293-RXFP1, relaxin-stimulated cAMP HTRF, 30 min; active compounds read low. activity change, negative = inhibition, % at 57.5 µM. 350,000 tested, 0.59% active;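 active = activity change of -60% or lower, but not beyond a set lower limit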; note: % is set by controls: 0 for no effect and ±100 for the full control effect
Target sequence (Q9HBX9 whole entry, looked up): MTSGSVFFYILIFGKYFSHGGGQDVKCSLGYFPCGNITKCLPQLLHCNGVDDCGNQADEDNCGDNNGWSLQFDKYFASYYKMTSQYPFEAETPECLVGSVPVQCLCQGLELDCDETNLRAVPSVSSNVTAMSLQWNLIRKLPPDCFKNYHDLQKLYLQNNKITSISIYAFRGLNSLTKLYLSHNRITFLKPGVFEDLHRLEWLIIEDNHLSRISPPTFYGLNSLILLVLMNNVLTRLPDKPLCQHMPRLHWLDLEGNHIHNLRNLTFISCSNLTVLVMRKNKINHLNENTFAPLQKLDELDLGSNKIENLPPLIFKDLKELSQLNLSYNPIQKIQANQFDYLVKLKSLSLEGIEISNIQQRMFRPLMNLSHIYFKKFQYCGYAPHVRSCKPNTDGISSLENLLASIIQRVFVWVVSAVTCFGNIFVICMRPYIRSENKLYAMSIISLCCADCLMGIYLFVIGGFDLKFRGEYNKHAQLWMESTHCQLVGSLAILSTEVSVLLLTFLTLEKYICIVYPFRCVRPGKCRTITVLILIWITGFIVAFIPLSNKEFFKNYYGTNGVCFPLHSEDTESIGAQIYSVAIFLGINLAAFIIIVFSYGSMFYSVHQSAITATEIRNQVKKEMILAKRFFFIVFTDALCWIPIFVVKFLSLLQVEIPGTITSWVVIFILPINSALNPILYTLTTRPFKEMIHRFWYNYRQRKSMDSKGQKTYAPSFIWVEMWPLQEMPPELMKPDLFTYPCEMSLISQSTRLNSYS
D2 PAM – positive allosteric modulators of human D2 dopamine receptor | potentiation, % at 10 µM | 340,000 tested, 0.34% active | HEK293 T-REx D2, calcium flux, EC20 dopamine potentiation;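 active = potentiation over 3 SD above the plate norm, cut at about 30% in these data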; note: 0% is about no effect
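Tetracycline-induced HEK293 T-REx cells force-coupled to calcium signalling expressed D2; compounds were pin-added after a 10 s baseline, read kinetically 180 s, then an EC20 dopamine challenge followed with a further 180 s calcium read.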
D1 PAM – potentiators of human D1 dopamine receptor | HEK293 TREx D1 cells, calcium flux, dopamine EC20 potentiation | potentiation, % at 10 µM | 360,000 tested, 0.036% active | P21728; in the data active = potentiation above about 30%; note: 0% is about no effect
TRHR enhancer – allosterically enhances the human TRH receptor; 360,000 tested, 0.66% active; P34981; enhancement, % at 2 µM; TRHR cells, fluo-8 calcium fluorescence, EC20 TRH enhancement; in the data active = enhancement above about 30%; note: 0% is about no effect
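Enhancer read-out: after compound pinning and an initial kinetic agonist-mode read, an EC20 of TRH (10 nM final) was injected and fluo-8 calcium signal (Ex 480/Em 530) followed at 1 s/cycle for 100 cycles in TRHR-expressing cells.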
D2 ag – agonists of human D2 dopamine receptor. P14416. HEK293 T-REx D2 cells, calcium flux agonist mode. activation, % at 2 µM. 340,000 tested, 0.53% active. AID 485358;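 active = activation over 3 SD above normal in the single-dose calcium agonist read, cut at about 30% in these data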; note: 0% is about no effect
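Agonism scored from kinetic calcium signal (1 read/sec, 180 s) following compound pin transfer, after a 10 s baseline. Cells: HEK293 Trex line expressing inducible D2 receptor coupled to calcium, dye-loaded after overnight culture at 30 C.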
D2 antagonist – antagonists of human D2 dopamine receptor; 340,000 tested, 2% active; inhibition, % at 10 µM; AID 485344; HEK293 TREx D2 cells, calcium flux, dopamine EC80; P14416; in the data active = inhibition above about 30%; note: 0% is about no effect
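Calcium flux kinetic readout in an inducible HEK293 TREx D2 line plated overnight at 30 C. After 180 s compound exposure, an EC80 dopamine challenge follows with another 180 s kinetic read to detect antagonism.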
D1 agonist – human D1 receptor agonism; AID 504660; P21728; HEK293 T-REx D1 cells, calcium flux, agonist mode; 360,000 tested, 1% active; activation, % at 2 µM; note: 0% is about no effect
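Agonism was scored from calcium flux recorded over 180 s (1 read/s) after pintool compound addition, following a 10-cycle baseline. Cells were inducible force-coupled HEK293 TREx D1, plated overnight at 30 C and loaded with no-wash calcium dye.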
TRHR ag – TRH receptor (human) agonism. 360,000 tested, 0.18% active. P34981. TRHR cells, calcium flux fluo-8, FDSS agonist mode. AID 493084. activation, % at 2 µM; note: 0% is about no effect
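TRHR-expressing cells loaded with fluo-8 calcium dye; 23 nL library compound pin-transferred, kinetic FDSS fluorescence (Ex 480/Em 530) recorded about 180 s for agonist-induced calcium release, before a 10 nM TRH EC20 addition for potentiator mode.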
Starred values were filed as active, the others as inactive; . = not tested or not shown; & = joins results of further samples. Cut-off read from the data, not from the text of the source, unless noted: active = activation above about 30%; inactive = the rest. A portion of the library. The share of hits here may be higher or lower than overall.

SMILES	D1 antag	RXFP1 antag	D2 PAM	D1 PAM	TRHR enhancer	D2 ag	D2 antagonist	D1 agonist	TRHR ag
CCCC(C)n1[nH]c(=O)c2c1NC(=O)CSC2c1ccc(OC)cc1 (configuration not stated)	-15	4	8	-9	2	0.7	8	1	-0.4
O=C(COC(=O)c1cccc(O)c1)Nc1ccc(Cl)cc1C(=O)c1ccccc1	-5	-26	-5	-1	-1	-1.8	-6	2	0.2
Cc1nnc(NC(=O)c2cccn(Cc3cccc([N+](=O)[O-])c3)c2=O)s1	.	-6	13	1	4	-0.7	.	-1	0.2
Cc1cccc(C(O)(C(=O)NNC(=O)CN2CCN(C)CC2)c2cccc(C)c2)c1	7	3	3	6	12	0.3	11	0	0.9
O=C(Cn1nc(-c2ccc(Cl)cc2)ccc1=O)N1CCC2(CC1)OCCO2	-35*	11	19	-7	-5	-0.1	1	-2	-0.7
Cc1nnc(NC(=O)c2cccn(Cc3cccc(F)c3)c2=O)s1	.	.	4	0	-2	0.5	.	0	0.0
COCCn1cc(C(=O)N2CCC3(CC2)OCCO3)c2c3ccccc3n(C)c2c1=O	33	-4	-4	1	1	0.5	9	1	0.2
CC(C)CC12CN3CCN(CC(C3)/C1=N/O)C2	-2	0	8	5	8	0.0	-12	-3	0.2
CN1CCN(c2ccc(F)cc2N)CC1	-14	-13	-1	1	-2	-0.6	-11	2	-0.6
Cc1cc(Cl)ccc1OCCCC(=O)NCc1cccs1	-8	.	-8	6	3	.	.	2	0.6
Cc1cc(C)nc(NC2=NCCS2)n1	7	-1	-14	1	24	-1.0	-1	1	0.9
NC(=O)CN1C2CCC1CC(NC(=O)C1CC1)C2 (configuration not stated)	1	-2	-8	0	-3	0.7	12	4	2.1
CN(C)C(=O)Oc1ccc2c(c1)O/C(=C\c1cccc(Cl)c1)C2=O	13	-6	1	-2	-1	0.4	-4	0	-0.7
COCCCN=Cc1c(O)[nH]c(=S)[nH]c1=O	6	-5	4	-3	-3	0.0	-4	3	0.4
CN1C(=O)N(C)C(=O)C2(Cc3cc([N+](=O)[O-])ccc3N(C)C2c2ccccc2)C1=O (configuration not stated)	5	8	-12	-2	-5	0.5	2	-1	0.0
Cc1cc(C(=O)OCC(=O)Nc2ccc(F)cc2)c(C)n1C1CC1	11	-4	-1	-1	22	0.0	-6	0	-0.5
Cc1nn(Cc2ccccc2)c(C)c1C(=O)NCc1ccccc1	3	-5	8	-3	-3	-0.5	-7	2	0.0
C=CCn1c(O)c(C(C)=Nc2cccc(C(=O)O)c2)c(=O)[nH]c1=O	10	-3	3	-8	19	-0.4	4	1	-0.3
O=C(Cc1ccccc1)N1CCN(Cc2cccnc2)CC1	-4	4	0	0	-5	-0.3	3	-1	1.0
N#Cc1ccc(NC(=O)CN2CCCC2)cc1Cl	-15	1	-12	-6	7	-0.4	-9	6	0.4
O=[N+]([O-])[N-][n+]1cnn(Cc2ccccc2)c1	-6	-5	-1	5	-5	1.8	13	5	0.7
COc1ccc(CC2C(=O)NC(=O)N(c3ccccc3)C2=O)c(OC)c1 (configuration not stated)	4	-23	1	-3	9	0.4	1	1	-0.7
CCSc1nnc([C@@H](N)Cc2ccccc2)o1	7	21	4	7	4	-1.3	12	4	-1.3
COc1cccc(C2(O)CCN(CC(=O)Nc3nc(C)cs3)CC2)c1	-6	-3	-9	2	5	0.9	13	2	0.7
COC(=O)C(O)(c1ccc(N(C)C(=O)OC(C)C)cc1)C(F)(F)F (configuration not stated)	-16	-4	-6	-3	-8	0.3	-7	0	0.6
O=C(CF)NC(NC(=S)Nc1cccc([N+](=O)[O-])c1)C(Cl)(Cl)Cl (configuration not stated)	-21	-11	-2	-9	10	0.1	11	9	-1.6
O=C(c1ccc(-c2ccccc2)c(F)c1)C1CCCN(CCO)C1 (configuration not stated)	-29	-16	0	-5	2	1.1	-14	18	0.3
Cc1cc(C)cc(-n2c(/C=C/c3cccc(F)c3)nc3ccccc3c2=O)c1	6	-29	7	0	-2	-0.2	.	-3	-0.6
O=C(CCN1C(=O)COc2ccccc21)N1CCC2(CC1)OCCO2	-4	-3	-19	2	12	56*	0	3	-0.1
O=c1[nH]c(=S)[nH]c(O)c1N=Nc1ccc(SC(F)F)cc1	-5	-71*	5	2	-3	1.0	1	0	-0.7
CC1CCN(C(=O)c2ccc(N3CC4CC(C3)c3cccc(=O)n3C4)c([N+](=O)[O-])c2)CC1 (configuration not stated)	-14	-3	-10	4	7	-0.9	2	0	-0.1
Oc1ccc(Cl)c(Cl)c1Cl	.	.	5	-4	3	-0.2	-5	11	-0.4
CCN(CC)CCNCC(=O)Nc1ccc(Cl)cc1C(=O)c1ccccc1	-38*	-2	-10	-4	-2	-0.5	-27	1	0.2
C/C=C1/C[N+]2(C)CCC34C(=C(C=O)[C@H]1C[C@@H]32)Nc1ccccc14 (some centres not stated)	-1	.	-2	-4	4	-0.5	-12	1	-1.2
Cc1ccc(C2N(c3ccccn3)C(=O)C3CCCN32)o1 (configuration not stated)	2	-10	.	0	1	.	.	1	0.2
O=C1NC(=S)N(c2ccc(Cl)cc2)C(=O)/C1=C/N1CCN(C(=O)c2ccco2)CC1	41	-18	-9	-5	1	26	5	0	1.5
C/C(=N\N=C(N)N)c1ccccc1	-38*	-12	-15	-17	-3	0.8	15	1	0.5
COC(=O)C1=C(c2ccc(F)cc2OCc2ccccc2)C[C@@H]2CC[C@H]1N2C(=O)NCCO	9	.	-4	5	4	0.2	3	2	0.1
CCCCCn1cc(C(=O)C(=O)N2CCOCC2)c2ccccc21	7	7	2	0	-2	0.1	-17	0	-0.4
C=CCn1c(O)c(C(CC)=Nc2cc(OC)ccc2OC)c(=O)[nH]c1=O	-11	-14	-11	-4	4	-0.5	-5	3	-0.1
O=C(O)C1CN2CCC1CC2 (configuration not stated)	13	12	.	-7	-1	.	.	1	0.3
COc1ccc(-c2nc3ccccc3c(=O)n2-c2ccc(OC)cc2)cc1	3	3	17	-1	1	1.4	4	-1	-1.1
Cc1cc(=O)oc2cc3c(cc12)CCCN3	15	-3	-7	2	6	-1.1	14	1	-0.1
COc1ccc(N2CC2c2ccncc2)cc1 (configuration not stated)	-12	-7	7	-3	3	-0.2	-6	3	-0.8
Cc1c(C(c2ccc(O)cc2)c2c(O)c3ccccc3oc2=O)c(=O)n(-c2ccccc2)n1C (configuration not stated)	-1&0	-3&-2	17&1	1&-5	-3&-5	0.1&0.1	-14	2&2	-0.2&0.3
CCOc1ccc(-n2c(O)c(N=Nc3ccc([N+](=O)[O-])cc3)c(=O)[nH]c2=O)cc1	-19	-4	-11	-4	-3	0.3	-1	0	-0.6
CCOc1ccc(N2C(=O)NC(=O)/C(=C\c3cc(OC)c(OC)cc3[N+](=O)[O-])C2=O)cc1	8	-21	5	0	-2	0.5	-12	2	-0.5
Cc1c(C=C2C(=O)N(C)C(=O)N(C)C2=O)c(=O)n(-c2ccccc2)n1C	13	-9	7	-6	0	0.4	2	4	0.4
COc1ccc(N2C(=O)NC(=O)C(CCc3ccncc3)(CCc3ccncc3)C2=O)cc1	17	-34	21	-3	-3	-0.1	-8	-2	0.3

Another view of some results above.
| SMILES | D1 antag | RXFP1 antag | D2 PAM | D1 PAM | TRHR enhancer | D2 ag | D2 antagonist | D1 agonist | TRHR ag |
| --- | --- | --- | --- | --- | --- | --- | --- | --- | --- |
| Cc1cc(=O)oc2cc3c(cc12)CCCN3 | 15 | -3 | -7 | 2 | 6 | -1.1 | 14 | 1 | -0.1 |
| COc1ccc(-c2nc3ccccc3c(=O)n2-c2ccc(OC)cc2)cc1 | 3 | 3 | 17 | -1 | 1 | 1.4 | 4 | -1 | -1.1 |
| Cc1c(C=C2C(=O)N(C)C(=O)N(C)C2=O)c(=O)n(-c2ccccc2)n1C | 13 | -9 | 7 | -6 | 0 | 0.4 | 2 | 4 | 0.4 |
| O=C(O)C1CN2CCC1CC2 (configuration not stated) | 13 | 12 | . | -7 | -1 | . | . | 1 | 0.3 |

Limited to TRHR enhancer, for some of the entries so far:
canonical_smiles	TRHR enhancer
O=C(Cn1nc(-c2ccc(Cl)cc2)ccc1=O)N1CCC2(CC1)OCCO2	-5
CN(C)C(=O)Oc1ccc2c(c1)O/C(=C\c1cccc(Cl)c1)C2=O	-1

Compound profiles, as listed above. Order of values: D1 antag	RXFP1 antag	D2 PAM	D1 PAM	TRHR enhancer	D2 ag	D2 antagonist	D1 agonist	TRHR ag
COc1ccc(N2CC2c2ccncc2)cc1 (configuration not stated) in the list: -12	-7	7	-3	3	-0.2	-6	3	-0.8
CCOc1ccc(N2C(=O)NC(=O)/C(=C\c3cc(OC)c(OC)cc3[N+](=O)[O-])C2=O)cc1 in the list: 8	-21	5	0	-2	0.5	-12	2	-0.5

3 compounds from above, sorted by molar mass, rising:
SMILES	D1 antag	RXFP1 antag	D2 PAM	D1 PAM	TRHR enhancer	D2 ag	D2 antagonist	D1 agonist	TRHR ag
Cc1cc(C)nc(NC2=NCCS2)n1	7	-1	-14	1	24	-1.0	-1	1	0.9
Cc1cc(=O)oc2cc3c(cc12)CCCN3	15	-3	-7	2	6	-1.1	14	1	-0.1
C=CCn1c(O)c(C(C)=Nc2cccc(C(=O)O)c2)c(=O)[nH]c1=O	10	-3	3	-8	19	-0.4	4	1	-0.3

Screening results from PubChem.
